CHT block: human CHT choline transport inhibition; hit rate 0.86% among 310,000; B-score at 10 µM; Q9GZV3; AID 488975; CHT-expressing cells, membrane potential dye, choline response; active compounds read low;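 active means B-score over 3 SD under the library average, and starting fluorescence ratio not unusually high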;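 further: choline stimulus applied at its EC90 after an EC20 pre-addition; B-score computed on integrated fluorescence ratio after choline addition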
Target sequence (Q9GZV3 whole entry, looked up): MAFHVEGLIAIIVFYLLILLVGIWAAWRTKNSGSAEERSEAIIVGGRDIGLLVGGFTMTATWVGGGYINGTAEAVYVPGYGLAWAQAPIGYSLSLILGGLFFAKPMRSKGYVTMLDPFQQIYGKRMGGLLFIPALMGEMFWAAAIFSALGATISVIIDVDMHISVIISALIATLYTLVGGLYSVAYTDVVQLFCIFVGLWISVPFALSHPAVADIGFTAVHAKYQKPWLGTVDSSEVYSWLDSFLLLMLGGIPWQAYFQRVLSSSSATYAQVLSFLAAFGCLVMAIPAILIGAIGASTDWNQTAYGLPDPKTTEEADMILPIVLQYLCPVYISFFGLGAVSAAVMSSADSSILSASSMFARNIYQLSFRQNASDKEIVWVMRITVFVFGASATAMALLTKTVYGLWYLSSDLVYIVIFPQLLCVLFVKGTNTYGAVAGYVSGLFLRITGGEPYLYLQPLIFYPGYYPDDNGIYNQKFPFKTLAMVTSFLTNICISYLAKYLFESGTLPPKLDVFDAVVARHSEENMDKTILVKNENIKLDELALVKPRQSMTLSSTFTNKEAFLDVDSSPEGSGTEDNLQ
CHT allo act: allosterically activates the human high affinity choline transporter | Q9GZV3 | CHT-expressing cells, membrane potential dye, choline EC20; active compounds read high; LV-AA mutant CHT in HEK293 cells | B-score at 10 µM | hit rate 0.49% among 310,000 | AID 488977;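 active means initial fluorescence not abnormally high and integrated response B-score, plate-corrected, over 3 SD above library mean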
STK33 kinase inh: human STK33 kinase inhibition; purified STK33, MBP phosphorylation, ADP-Glo luminescence; inhibition, % at 10 µM; hit rate 0.073% among 320,000; AID 2661;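 active means inhibition at or above 25%, using the most active replicate where run in duplicate; inactive means inhibition below 25%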
* marks the source's active call; other numbers are inactive results; i = inactive; . = not tested or not shown. Rows were taken by chance; about 1.5% have a hit in one of these screens.

SMILES	CHT block	CHT allo act	STK33 kinase inh
COC(=O)c1ccc(C(=O)N(C)C2CCCN(Cc3ccccc3F)C2)cc1 (stereo not drawn)	i	i	0.6
CC(=O)Nc1cccc(OC(=O)COc2ccc(Br)cc2)c1	i	i	-1.2
O=C(O)/C=C/C(=O)NNc1ccc([N+](=O)[O-])cc1	i	i	-2.2
COc1ccc(N2CCN(C(=O)CNC(=O)Cc3ccccc3)CC2)cc1	i	i	-3.5
Cc1onc(C(=O)N2CCOCC2)c1[N+](=O)[O-]	i	i	-2.1
OC[C@H]1O[C@H](OC[C@H]2OC(O)[C@H](O)[C@@H](O)[C@@H]2O)[C@H](O)[C@@H](O)[C@@H]1O (stereo partly drawn)	i	i	-0.7
Cn1cc(S(=O)(=O)N2CCN(Cc3ccccc3)CC2)c(=O)n(C)c1=O	i	i	-1.1
Cc1cc(C)c(NC(=O)CN2CCC(NC(=O)NC3CCCCC3)CC2)c(C)c1	i	i	-1.2
COc1cc(/C=N/NC(=O)COc2cc(C)cc(C)c2)ccc1OS(=O)(=O)c1ccc(C)cc1	i	i	-1.4
Cc1csc(=Nc2cccnc2)n1CC1CCCCC1	i	i	-0.2
O=C(OCC(=O)N1CCN(c2ccccc2)CC1)c1cccc(Cl)c1	i	i	1.0
CSc1ccccc1N1CCN(C(=O)Nc2ccc3c(c2)NC(=O)CO3)CC1	i	i	0.2
O=C1CSC(c2ccc(F)c(F)c2)N1c1ccccc1F (stereo not drawn)	i	i	-0.6
O=C(NNC(=O)c1nn(-c2ccc(F)cc2)ccc1=O)c1ccccc1Cl	i	i	-1.4
CN1C(=O)[C@@H]2[C@@H]3C[C@@H]([C@H]4ON=C(c5ccccc5OCC#N)[C@@H]34)[C@@H]2C1=O	i	i	0.0
Cn1c(CC(=O)Nc2ccc(Cl)c(Cl)c2)nnc1SCC(=O)NCc1ccccc1	i	i	-0.8
CCOc1ccc(N(CC(=O)Nc2ccc(C)cc2)S(C)(=O)=O)cc1	i	i	-1.8
Clc1ccc(-c2cc3ccccc3[nH]2)cc1	i	i	-2.1
COc1ccc(CCNC(=O)c2cc(S(=O)(=O)N(C)C)ccc2N2CCCC2)cc1OC	i	i	0.6
Cc1ccc(/C=N/N2CCN(Cc3cccc4ccccc34)CC2)o1	i	i	0.9
COc1ccc(Cc2nnc(NC(=O)C3CC(=O)N(c4ccc(OC)cc4)C3)s2)cc1 (stereo not drawn)	i	i	-0.7
CCN(CC)S(=O)(=O)c1ccc(N2CCOCC2)c(NC(=O)C(=O)c2c(-c3ccccc3)cc3ccccn23)c1	i	i	-0.4
O=C1NCCCC1C(=O)NCCN1C(=O)CCC1=O (stereo not drawn)	i	i	-0.4
Cc1ccc(OCCCC(=O)Nc2ccc(S(N)(=O)=O)cc2)cc1	i	i	-3.8
Cc1cc(C)cc(NC(=O)CSCc2nc3c(nnn3Cc3ccc(F)cc3)c(=O)[nH]2)c1	i	i	-1.2
Cc1cc(NC(=O)CCC(=O)N(CC(=O)NC2CCCC2)c2ccccc2)no1	i	i	-1.3
CN1C(c2ccccc2)=NO[C@]1(C)c1ccccc1	i	i	-1.7
CCOC(=O)c1nn(-c2ccc(C)cc2)cc1C(=O)c1ccccc1	i	i	0.0
O=C1SC(c2ccccc2)=C/C1=C\N1CCCCC1	i	i	2.3
O=C(CN1C(=O)NC2(CCCCCC2)C1=O)N1CCN(S(=O)(=O)c2ccc(Cl)cc2)CC1	i	i	0.6
Cc1ccc(-n2nc(CN3CCOCC3)c(-c3ccccc3)c2N)c(C)c1	i	i	-0.1
COC/C=C/C1=CC2=CC(=O)C(C)(OC(=O)c3cnc4ccccc4n3)C(=O)C2=CN1Cc1ccc(OC)cc1 (stereo not drawn)	i	i	1.3
COc1ccc(OC)c(/C=N/NC(=O)Cc2nc3ccccc3[nH]2)c1	i	i	0.4
COc1ccccc1NC(=O)CNC(=O)Cn1c(C)cc2ccccc2c1=O	i	i	1.0
COc1ccc(CNC(=S)N2CCN(Cc3ccccc3)CC2)cc1	i	i	-1.7
COc1ccc(OC)c(NC(=O)Cn2cnc3c(cnn3-c3ccccc3)c2=O)c1	i	i	0.6
CSc1nnc(-c2ccc(S(=O)(=O)N3CCOCC3)cc2)n1C	i	i	-1.4
O=C(COc1ccc(F)c(Cl)c1)N1CCCCCCC1	i	i	-0.7
COc1ccccc1C(O)P(=O)(OC(C)C)c1ccc(N(C)C)cc1 (stereo not drawn)	i	i	-0.3
N=P(N1CCOCC1)(N1CCOCC1)C12CC3CC(CC(C3)C1)C2	i	i	-0.8
CCOC(=O)c1cc(NC(=O)CC(C)(C)CC(=O)O)ccc1N1CCCCC1	i	i	-1.7
OC(CN1CCN(Cc2ccccc2)CC1)c1ccc(Br)cc1 (stereo not drawn)	i	i	-1.4
S=C(Nc1ccc(Cl)cc1)NN1CCOCC1	i	i	-1.3
CCOC(=O)C(CCC(=O)O)(CCC(C)C)c1csc(N)n1 (stereo not drawn)	i	i	-1.7
Cc1cc(Br)ccc1SCC(=O)OCC(=O)NC1CC1	i	i	2.4
Cc1cc(C)cc(N(CCC(=O)O)S(=O)(=O)c2ccc3ccccc3c2)c1	i	i	-1.1
C=CCOC(=O)CCCC(=O)NC1CCCCC1	i	i	-1.8
O=C(NCc1ccco1)C(=O)NCC1OCCN1C(=O)c1ccc(Cl)cc1 (stereo not drawn)	i	i	-1.7
O=C(O)c1nn(-c2ccccc2)c(-c2ccccc2)c1C(=O)c1ccccc1	i	i	-2.1
CC(=O)c1ccc(N2CCN(S(=O)(=O)c3ccc4c5c3CC(=O)N5CC(C)S4)CC2)cc1 (stereo not drawn)	i	i	1.8
COc1ccccc1Oc1ccc(S(=O)(=O)N2CCOCC2)cc1S(=O)(=O)N1CCOCC1	i	i	-0.6
Cc1nc2ccccc2c(=O)n1/N=C/c1ccccc1Cl	i	i	-0.2
O=C(O)c1cncc(Br)c1	i	i	-0.8
C=CCN1C(=O)CSC1=Nc1cccc(O)c1	i	i	-1.7
CCN(CC)S(=O)(=O)c1ccc(NC(=O)CO/N=C(\N)c2ccccc2)cc1	i	i	.
Cc1ccc(S(=O)(=O)N2CCCC2C(=O)OCc2ccccc2)cc1 (stereo not drawn)	i	i	-0.3
COc1ccc(NS(=O)(=O)c2ccc(NC(=O)C3CCCO3)cc2)cc1 (stereo not drawn)	i	i	-1.9
Cc1ccc(O)c(NC(=S)NC(=O)C(C)C)c1	i	i	0.3
CN(C1(C)CCS(=O)(=O)C1)S(=O)(=O)c1cccc([N+](=O)[O-])c1 (stereo not drawn)	i	i	-1.4
COC(=O)/C(=C/c1c[nH]c2ccccc12)NC(C)=O	i	i	-0.1

Next part, overlapping the part above by 4 compounds.
SMILES	CHT block	CHT allo act	STK33 kinase inh
COc1ccc(NS(=O)(=O)c2ccc(NC(=O)C3CCCO3)cc2)cc1 (stereo not drawn)	i	i	-1.9
Cc1ccc(O)c(NC(=S)NC(=O)C(C)C)c1	i	i	0.3
CN(C1(C)CCS(=O)(=O)C1)S(=O)(=O)c1cccc([N+](=O)[O-])c1 (stereo not drawn)	i	i	-1.4
COC(=O)/C(=C/c1c[nH]c2ccccc12)NC(C)=O	i	i	-0.1
Cc1nc(NC(=O)c2ccc3c(c2)OCCO3)ccc1Br	i	i	-0.6
O=C(NCc1cccnc1)/C(=C/c1ccco1)NC(=O)c1ccccc1	i	i	-0.3
CC(=O)Nc1ccc(S(=O)(=O)c2ccc(C)cc2)cc1	i	i	-0.4
CN(C(=O)c1ccc2c(c1)CCN2S(C)(=O)=O)c1ccccc1	i	i	-3.9
CC(=O)N1CCc2c(sc(NC(=O)C3COc4ccccc4O3)c2C(N)=O)C1 (stereo not drawn)	i	i	0.7
C=CCOc1c(Cl)cc(CNc2ccc3[nH]c(=O)[nH]c3c2)cc1OC	i	i	-2.0
C=C1CCN([C@H](C(=O)NCc2cc(OC)c(OC)c(OC)c2)C(C)C)S(=O)(=O)c2ccccc21	i	i	0.4
CN(c1ccccc1)S(=O)(=O)c1ccc(Cl)c(C(=O)OCC(=O)NCc2ccco2)c1	i	i	-2.0
C=CCc1ccc(OCCCCN2CCC(C)CC2)c(OC)c1	i	i	-1.2
Cc1nc2sc(C(c3ccc(C(C)C)cc3)N3CCN(CCO)CC3)c(O)n2n1 (stereo not drawn)	i	i	-2.3
Cc1cc(C)c2[nH]c(O)c(N=Nc3ccc(C(=O)O)cc3)c2c1	i	i	1.7
Cc1cc([N+](=O)[O-])ccc1NC(=O)c1cncc(Br)c1	i	i	-1.1
O=C(COC(=O)CCc1nc2ccccc2s1)NCc1ccco1	i	i	-0.4
C=CCn1cnc2c(nnn2-c2ccc(C)c(Cl)c2)c1=O	i	i	-1.3
COc1cccc(C2=CC(c3cccc(OC)c3OC(F)F)n3nnnc3N2)c1 (stereo not drawn)	i	i	-1.2
CCOc1ccc(NC(=O)C[n+]2ccccc2)cc1	i	i	0.2

Not a retest: entries from further up.
SMILES	CHT block	CHT allo act	STK33 kinase inh
CCN(CC)S(=O)(=O)c1ccc(NC(=O)CO/N=C(\N)c2ccccc2)cc1	i	i	.
Cc1ccc(S(=O)(=O)N2CCCC2C(=O)OCc2ccccc2)cc1 (stereo not drawn)	i	i	-0.3
COc1ccc(NS(=O)(=O)c2ccc(NC(=O)C3CCCO3)cc2)cc1 (stereo not drawn)	i	i	-1.9
Cc1ccc(O)c(NC(=S)NC(=O)C(C)C)c1	i	i	0.3
CN(C1(C)CCS(=O)(=O)C1)S(=O)(=O)c1cccc([N+](=O)[O-])c1 (stereo not drawn)	i	i	-1.4
COC(=O)/C(=C/c1c[nH]c2ccccc12)NC(C)=O	i	i	-0.1
Cc1nc(NC(=O)c2ccc3c(c2)OCCO3)ccc1Br	i	i	-0.6
O=C(NCc1cccnc1)/C(=C/c1ccco1)NC(=O)c1ccccc1	i	i	-0.3
CC(=O)Nc1ccc(S(=O)(=O)c2ccc(C)cc2)cc1	i	i	-0.4
CN(C(=O)c1ccc2c(c1)CCN2S(C)(=O)=O)c1ccccc1	i	i	-3.9
CC(=O)N1CCc2c(sc(NC(=O)C3COc4ccccc4O3)c2C(N)=O)C1 (stereo not drawn)	i	i	0.7
C=CCOc1c(Cl)cc(CNc2ccc3[nH]c(=O)[nH]c3c2)cc1OC	i	i	-2.0
C=C1CCN([C@H](C(=O)NCc2cc(OC)c(OC)c(OC)c2)C(C)C)S(=O)(=O)c2ccccc21	i	i	0.4
CN(c1ccccc1)S(=O)(=O)c1ccc(Cl)c(C(=O)OCC(=O)NCc2ccco2)c1	i	i	-2.0
C=CCc1ccc(OCCCCN2CCC(C)CC2)c(OC)c1	i	i	-1.2
Cc1nc2sc(C(c3ccc(C(C)C)cc3)N3CCN(CCO)CC3)c(O)n2n1 (stereo not drawn)	i	i	-2.3
Cc1cc(C)c2[nH]c(O)c(N=Nc3ccc(C(=O)O)cc3)c2c1	i	i	1.7
Cc1cc([N+](=O)[O-])ccc1NC(=O)c1cncc(Br)c1	i	i	-1.1
O=C(COC(=O)CCc1nc2ccccc2s1)NCc1ccco1	i	i	-0.4
C=CCn1cnc2c(nnn2-c2ccc(C)c(Cl)c2)c1=O	i	i	-1.3

Compound activity from PubChem.
